Screening data (PubChem BioAssay)
LmPK inhibitor – LmPK (Leishmania mexicana) enzyme inhibition; Q27686; purified LmPK, Kinase-Glo ATP luminescence, 1 h; Potency, µM (highest dose often 57.5 µM), for the others: at the highest dose activity change, negative = inhibition, actives largely listed as inhibitors; 290,000 compounds, 0.37% hits; further: potency means the concentration at half of the fitted maximal effect; on the % scale 0 is the no-effect control and ±100 the full control effect
Target sequence (Q27686 whole entry, looked up): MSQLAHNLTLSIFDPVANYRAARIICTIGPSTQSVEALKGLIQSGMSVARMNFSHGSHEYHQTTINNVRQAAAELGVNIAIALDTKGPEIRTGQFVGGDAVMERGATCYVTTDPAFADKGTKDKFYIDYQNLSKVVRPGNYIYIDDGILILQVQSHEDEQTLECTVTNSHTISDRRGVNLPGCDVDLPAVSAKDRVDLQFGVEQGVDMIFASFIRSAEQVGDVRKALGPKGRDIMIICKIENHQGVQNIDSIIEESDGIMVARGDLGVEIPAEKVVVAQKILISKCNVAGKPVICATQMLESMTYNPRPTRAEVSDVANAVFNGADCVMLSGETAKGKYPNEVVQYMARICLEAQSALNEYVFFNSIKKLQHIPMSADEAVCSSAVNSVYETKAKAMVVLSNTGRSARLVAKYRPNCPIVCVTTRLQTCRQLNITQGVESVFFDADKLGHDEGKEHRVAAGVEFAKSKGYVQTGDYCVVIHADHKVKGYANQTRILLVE
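Purified LmPK (0.1 nM) with 0.5 mM PEP and 0.1 mM ADP in imidazole buffer pH 7.2 with MgCl2/KCl, 1 h at room temperature. ATP formed was read by luciferase luminescence and normalized to no-enzyme and uninhibited controls.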
Pf growth 48h – inhibits P. falciparum growth in the first generation, 48 h; P. falciparum luciferase growth in erythrocytes, 48 h; 310,000 compounds, 5.9% hits; Potency, µM (top dose mostly 28.7 µM), for the others: top-dose activity change, negative = inhibition, hits mostly inhibitors; AID 504832; further: potency means the concentration at half of the fitted maximal effect; on the % scale 0 is the no-effect control and ±100 the full control effect
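Luciferase-expressing parasites in RBCs, 2% Hct / 0.1% parasitemia final; RPMI 1640 + 0.5% Albumax; 37 C, 5% CO2, one generation; luminescence read-out, lower signal = inhibition.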
Shiga inhibitor – Shiga toxin inhibition; Vero cells, Shiga toxin protein synthesis inhibition reporter; inhibition, % at 38.7 µM; 290,000 compounds, 9.2% hits; AID 2315; in the data active means inhibition mostly above about 28%, no sharp cut-off; inactive means mostly below about 43%; further: 0% is about no effect
Pf growth 96h – P. falciparum growth inhibition at 96 hours. P. falciparum luciferase reporter growth, 96 h. Potency, µM (top dose mostly 28.7 µM), for inactives: at the top dose activity change, negative = inhibition, usual class: inhibitors. 320,000 compounds, 6.9% hits. AID 504834; further: potency means the concentration at half of the fitted maximal effect; on the % scale 0 is the no-effect control and ±100 the full control effect
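P. falciparum expressing integrated firefly luciferase, in erythrocytes at 2% hematocrit, 0.05% parasitemia, incubated with compounds 96 h at 37 C, 5% CO2. Growth inhibition read as loss of luminescence; two-generation exposure targets delayed-death apicoplast inhibitors.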
HCV inh – inhibitors of hepatitis C virus infection; 340,000 compounds, 3.4% hits; Potency, µM (top dose mostly 41.8 µM), for the others: at the top dose activity change, negative = inhibition, usual class: inhibitors; Huh7.5.1 HCVcc-Cre infection, luciferase reporter, 44 h; further: potency means the concentration at half of the fitted maximal effect; on the % scale 0 is the no-effect control and ±100 the full control effect
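Cells (1,000/well) were plated 4 h before compound, then infected with HCVcc-Cre virus (~0.5 moi). After 44 h further culture, infection was read as luciferase luminescence following a 15 min substrate incubation at room temperature.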
CHX counter – affects cycloheximide protein synthesis inhibition readout, counter-screen. cell reporter, cycloheximide protein synthesis inhibition counterscreen. max response, %. 300,000 compounds, 12% hits; in the data active means max response mostly above about 13%, no sharp cut-off; inactive means mostly below about 14%; further: read at 38.3 µM for the half of the compounds with a filed dose; 0% is about no effect
Tb PYK inh – T. brucei pyruvate kinase inhibition; 410,000 compounds, 0.12% hits; TbPYK enzyme, Kinase-Glo Plus ATP luminescence, 45 min; Q57TT1; Potency, µM (top dose mostly 76.8 µM), inactives show top-dose activity, negative = inhibition, usual class: inhibitors; AID 624173; further: potency means the concentration at half of the fitted maximal effect; on the % scale 0 is the no-effect control and ±100 the full control effect; nearly all actives have a fitted effect of over 50% in size
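Glycolytic pyruvate kinase of T. brucei was incubated with substrate, test compound and 130 uM ADP for 45 minutes at room temperature. Luminescent Kinase-Glo Plus signal was measured after 10 minutes.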
The depositor's hits bear a star; ? = inconclusive; · = not tested or not shown; & = joins results of further samples; [ ] = another dose, or the depositor's remark. Unless noted, the call rests on the fitted dose curve; in most records, active means well fitted curve in the direction sought with a large enough effect; inconclusive means small, poorly fitted or top-dose-only effect, or another doubt; inactive means no such curve, though single readings can be large; an effect the other way counts as inactive or inconclusive. Compounds as they come. About 24% of those tested had a hit in this group.

SMILES	LmPK inhibitor	Pf growth 48h	Shiga inhibitor	Pf growth 96h	HCV inh	CHX counter	Tb PYK inh
Cc1ncc(S(=O)(=O)c2ccccc2)c(-c2ccccc2)n1	-9%	·	-18	3%	16%	-4	2%
Cc1ccc(NC(=O)c2cc(S(=O)(=O)N3CCCCC3)ccc2N2CCOCC2)cc1F	6%	12µM*	31*	·	-23%	1	2%
Cc1cccc(NS(=O)(=O)c2ccc(C)c(NS(=O)(=O)c3cccs3)c2)c1	·	-1%	·	31%[activator]	6%	·	-4%
CCN1C(=O)c2cccc3c(NC(=O)c4ccc(S(=O)(=O)N(C)C)cc4)ccc1c23	5%	12µM*	8	10%	-26%&-30%	-1	0%
CCOc1ccc2nc(N(CCN(C)C)C(=O)/C=C/c3cccs3)sc2c1	4%	-25%	-4	-28%	4%	-6	-16%
O=C(Nc1nnc(C2CC2)s1)C1CCCCN1S(=O)(=O)c1ccccc1 (stereo unspecified)	3%	13µM*	-9	-10%	-9%	-2	0%
Cc1nc2ccccn2c1/C(O)=C1\C(=O)C(=O)N(CCN(C)C)C1c1cccnc1 (stereo unspecified)	-3%	3%	18	-4%	15%	3	-4%
Cn1c(CN2CCOCC2)nc2cc(NC(=O)c3ccc(F)cc3)ccc21	-4%	7%	54*	112%[activator]	?	17*	2%
NC(=O)C1CCN(c2nc(-c3cccnc3)cs2)CC1	·	-2%	·	16%	·	·	-17%
Cc1cc(-c2ccco2)n(CC(=O)O)n1	9%	25%	-8	6.6µM*	11%	5	1%
Cc1ccc(C(=O)Nc2ccc(O)cc2C(=O)O)cc1C	-11%	·	-11	7%	8%	-2	-9%
Cc1cc(CN(C)C(=O)c2ccc(OC3CCN(S(=O)(=O)N(C)C)CC3)cc2)n[nH]1	1%	?	-5	4%	1%	8	4%
O=C(Nc1ccc(Oc2ccsc2C(=O)O)cc1)c1ccccc1F	2%	·	16	41%[activator]	17%	-2	3%
COc1ccc([N+](=O)[O-])cc1NC(=O)C1CCCCC1C(=O)O (stereo unspecified)	-1%	21%	15	-2%	16%	-2	2%
Cc1ccc(NC(=O)CSc2nc3ncc(Cl)cc3[nH]2)c(C)c1	6%	9%	32	4%	-3%	-2	0%

Part of the list above, bar-delimited.
molecule | LmPK inhibitor | Pf growth 48h | Shiga inhibitor | Pf growth 96h | HCV inh | CHX counter | Tb PYK inh
Cc1ccc(NC(=O)c2cc(S(=O)(=O)N3CCCCC3)ccc2N2CCOCC2)cc1F | 6% | 12µM* | 31* | · | -23% | 1 | 2%
Cc1cccc(NS(=O)(=O)c2ccc(C)c(NS(=O)(=O)c3cccs3)c2)c1 | · | -1% | · | 31%[activator] | 6% | · | -4%
CCN1C(=O)c2cccc3c(NC(=O)c4ccc(S(=O)(=O)N(C)C)cc4)ccc1c23 | 5% | 12µM* | 8 | 10% | -26%&-30% | -1 | 0%
CCOc1ccc2nc(N(CCN(C)C)C(=O)/C=C/c3cccs3)sc2c1 | 4% | -25% | -4 | -28% | 4% | -6 | -16%
O=C(Nc1nnc(C2CC2)s1)C1CCCCN1S(=O)(=O)c1ccccc1 (stereo unspecified) | 3% | 13µM* | -9 | -10% | -9% | -2 | 0%
Cc1nc2ccccn2c1/C(O)=C1\C(=O)C(=O)N(CCN(C)C)C1c1cccnc1 (stereo unspecified) | -3% | 3% | 18 | -4% | 15% | 3 | -4%
Cn1c(CN2CCOCC2)nc2cc(NC(=O)c3ccc(F)cc3)ccc21 | -4% | 7% | 54* | 112%[activator] | ? | 17* | 2%
NC(=O)C1CCN(c2nc(-c3cccnc3)cs2)CC1 | · | -2% | · | 16% | · | · | -17%
Cc1cc(-c2ccco2)n(CC(=O)O)n1 | 9% | 25% | -8 | 6.6µM* | 11% | 5 | 1%
Cc1ccc(C(=O)Nc2ccc(O)cc2C(=O)O)cc1C | -11% | · | -11 | 7% | 8% | -2 | -9%

Additional entries follow.
SMILES	LmPK inhibitor	Pf growth 48h	Shiga inhibitor	Pf growth 96h	HCV inh	CHX counter	Tb PYK inh
CCOC(=O)N1CCN(c2nc(N(c3ccccc3)c3ccccc3)nc(-n3ccnc3)n2)CC1	8%	?	10	?	·	-2	·
Cn1c(=O)[nH]c(=O)c2c1nc(N1CCCCCC1)n2Cc1cccc2ccccc12	5%	-9%	-20	?	13%	-4	-2%
CC1=C(C(=O)Nc2ccccc2)C(c2cc(CN3CCOCC3)cs2)C2=C(CCCC2=O)N1 (stereo unspecified)	2%	-2%	13	-20%	11%	2	7%
Cc1ccc(-c2nc3ccccc3[nH]2)cn1	-29%	127%[activator]	32*	34%[activator]	14%	22*	-15%
CC(=O)c1ccc(NC(=O)N2CCN(c3ccc(C)cc3)C(C)C2)cc1 (stereo unspecified)	3%	?	-6	30%	?	-3	-1%
O=C(/C=C1\SC(=O)NC1=O)Nc1ccc(C(=O)O)cc1	?	8%	3	9%	9%	0	-8%
Cc1c(Cc2ccccc2)c(=O)oc2cc(O)cc(O)c12	2%	1%	-12	-14%	-12%	-4	-5%
COc1cc(CCC(=O)OCC(=O)Nc2c(F)cccc2F)cc(OC)c1OC	0%	9%	6	8%	-3%	-5	2%
CCOc1ccc(CNC(=O)CS(=O)(=O)Cc2nc(-c3ccc(OC)cc3)oc2C)cc1	-5%	7%	0	-25%	?	-2	-5%
Cc1ccc(S(=O)(=O)N2CCCN(S(=O)(=O)c3ccc4ccccc4c3)CC2)cc1	10%	?	8	10µM*	?	-1	3%
O=C(c1ccc(NS(=O)(=O)c2ccc3[nH]c(=O)[nH]c3c2)cc1)N1CCN(c2ccccc2)CC1	·	?	·	-16%	10%	·	7%
Cc1ccc(C)c(N(C(=O)Cn2nnc(-c3cccs3)n2)C(C(=O)NC2CCCC2)c2ccncc2)c1 (stereo unspecified)	-3%	4.7µM*	15	?	-19%	-1	16%
O=C(CSc1n[nH]c(-c2ccncc2)n1)Nc1ccccn1	1%	4%	23	·	11%	1	-9%
CN(C)S(=O)(=O)c1cccc(NC(=S)NCc2ccco2)c1	0%	32%[activator]	11	-6%	-16%	-2	-2%
C=CCN1N=C(/C=C/c2ccccc2)CCC1=O	-1%	11%	51	-4%	9%	20*	-5%
NC(=O)CSc1nnc(-c2cccnc2)n1Cc1ccccc1	0%	-13%	-9	-2%	12%	-1	6%
O=C(Cn1cc(C(F)(F)F)cc(Cl)c1=O)NCCc1ccc(Cl)cc1Cl	2%	?	-3	22%	-6%	-4	-1%
CCn1nc(NC(=O)c2ccncc2)c2cc3cccc(C)c3nc21	6%	10%	15	2.1µM*	?	-1	7%
CC(=O)O[C@@H]1[C@H]2[C@@H](C[C@@H](C)[C@@H]3C=CC(=O)[C@@]13C)OC(=O)[C@@H]2C	-6%	?	-6	?	22%	4	-1%
Cc1cc(/C=C(/C#N)c2cccc(F)c2)c(C)n1-c1cccnc1	2%	?	59*	·	?	45*	-4%
CCOc1ccc(NC(=S)NC23CC4CC(CC(C4)C2)C3)cc1	-6%	10µM*	7	21%	16%	1	-10%
CCS(=O)(=O)N1CCC(C(=O)Oc2ccc(C)c(C)c2)CC1	-2%	5%	-2	56%[activator]	6%	-1	-1%
CCOc1ccc(CNC(=O)CCC(=O)n2ncc3ccc(Cl)cc32)cc1	1%	-2%	2	?	10%	-3	-10%
O=C(CC1SC(N2CCCCC2)=NC1=O)Nc1cccc(C(=O)Nc2ncccc2O)c1 (stereo unspecified)	·	-5%	·	?	17%	·	-5%
COc1cc2c(cc1NC(=O)COC(=O)/C=C/c1ccccc1)oc1ccccc12	4%	20%	1	50%[activator]	?	0	-1%
Cc1cc(NC(=O)CSc2nc3c(c(=O)n2-c2ccccc2)SC(C)C3)no1 (stereo unspecified)	-3%	?	-7	4.1µM*	19%	-3	0%
Cc1ccc2c(c1)N/C(=C(\C=C(/Cl)[N+](=O)[O-])[N+](=O)[O-])N2	-3%	?	22	34%[activator]	·	16	·
COc1cccc(CNC(=O)CCNC(=O)Cn2ccc3ccccc3c2=O)c1	-4%	8%	-12	?	7%	-4	-2%
Cc1cccc(NC(=O)C2CCN(S(=O)(=O)c3ccc4c(c3)NC(=O)CO4)CC2)c1C	3%	-6%	-7	34%[activator]	-1%	-3	3%
CC1CCN(C(=O)c2ccc3c(c2)OCCO3)CC1	0%	-16%	55*	·	-2%	46*	-3%
COc1ccc(N2C(=O)C3ON(C4SC(=S)N(C)C4(C)C)C(c4ccc([N+](=O)[O-])cc4)C3C2=O)cc1 (stereo unspecified)	6%	-9%	-6	29%	21%	-1	4%
COc1ccc(/C=N/S(=O)(=O)c2cccs2)cc1	3%	1%	4	·	5%	1	·
CC1C(=O)OC(c2ccc(Br)cc2)C(C)(C)C1=O (stereo unspecified)	-5%	16%	-6	2%	14%	1	4%
COC(=O)CNC(=O)C1CCC(CNS(=O)(=O)c2cccc3nsnc23)CC1 (stereo unspecified)	-2%	7%	-10	12%	15%	1	2%
CC(C)(C)NC(=O)CCN(/N=C/c1ccccc1F)C1=NS(=O)(=O)c2ccccc21	-4%	0%	-2	-24%	14%	-6	-2%
COc1ccc(S(=O)(=O)N2CCN(C(=O)COc3ccccc3)CC2)cc1	-3%	-12%	-6	7.4µM*	12%	1	-7%
CCc1ccc(-c2csc3ncn(Cc4ccc(C(=O)O)cc4)c(=O)c23)cc1	1%	-13%	-23	48%[activator][5.75 µM]	17%	-1	-6%
CCOc1ccc(NC(=O)CC2C(=O)N(CC)C(=S)N2CCNC(C)=O)cc1 (stereo unspecified)	-1%	-9%	-14	58%[activator]	22%	-3	-8%
CC(C)C(=O)N1CCC(CN=CC2=C(O)CC(C)(C)CC2=O)CC1	-2%	0%	-3	102%[activator]	9%	-3	3%
CC(C)CNC(=O)[C@H](Cc1ccccc1)NC(=O)c1ccco1	3%	·	17	-4%	17%	4	0%
Cc1c(Cl)cccc1NC(=O)CNCc1ccccc1F	6%	-11%	13	19%	10%	1	-2%
CCCN(CCC)c1ccc(/C=N/NC(=O)CN2CCOCC2)cc1	0%	?	-11	-7%	3%	-2	-1%
Cc1cc2ncn(S(=O)(=O)N(C)C)c2cc1C	0%	17%	-10	59%[activator]	-27%	-3	7%
COc1cc(NS(=O)(=O)c2ccc3c(c2)C(C)(C)C(=O)N3C)cc(OC)c1	-4%	-5%	-2	-2%	-14%	-1	-3%
O=S(=O)(NC(=NCc1ccccc1)c1ccccc1)c1ccccc1	1%	-28%	-9	-1%	0%	-5	-7%
CCc1nc(SCC(=O)Nc2sc(C)c(C)c2C(=O)OC)c2ccccc2n1	2%	?	-7	3%	·	2	·
COc1ccc(CNc2cc(C)nc3ncnn23)c(OC)c1	0%	·	2	?	?	6	5%
